From PubChem BioAssay
Caspase-1 inhib: qHTS Assay for Allosteric/Competitive Inhibitors of Caspase-1; P29466; AID 900, 2007; Caspase-1 enzyme, Ac-WEHD-AFC fluorogenic rate; actives 0.03% (n = 75,000); Potency, µM (doses to about 57.5 µM), for the others: top-dose activity change, negative = inhibition, actives largely listed as inhibitors;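 note: potency is the fitted concentration of half-maximal effect; plate controls were vehicle for no effect and no substrate for full effect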
Target sequence (P29466 120-297 limits assumed): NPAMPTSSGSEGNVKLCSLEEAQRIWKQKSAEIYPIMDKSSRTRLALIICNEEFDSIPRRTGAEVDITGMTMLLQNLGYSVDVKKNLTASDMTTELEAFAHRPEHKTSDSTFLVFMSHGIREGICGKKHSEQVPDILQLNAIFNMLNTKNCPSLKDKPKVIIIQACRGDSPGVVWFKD
Target sequence (P29466 317-404 limits assumed): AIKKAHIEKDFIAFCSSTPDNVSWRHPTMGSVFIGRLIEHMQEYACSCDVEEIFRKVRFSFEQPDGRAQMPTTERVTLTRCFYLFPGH
Tau fil binding: qHTS Assay for Tau Filament Binding; recombinant tau filaments, thioflavin S fluorescence, 15 h; filaments grown with octadecylsulfate alongside compound; actives 2% (n = 71,000); AID 596, 2007; Microtubule-associated protein tau (Homo sapiens), P10636; Potency, µM (highest dose often 57.1 µM), for inactives: top-dose activity change, negative = inhibition;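 note: potency is the fitted concentration of half-maximal effect; % is set by controls: 0 for no effect and ±100 for the full control effect; actives lower thioflavin S fluorescence by blocking filaments or displacing dye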
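His-tagged recombinant human tau (exons 2, 3 and 10 included), 1 uM, was induced to fibrillize by 30 uM sodium octadecylsulfate with compound present. After 15 h at 37 C, thioflavine S fluorescence (ex 450, em 510 nm) was read.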
ERK AVP inh: qHTS Assay for Inhibitors of the ERK Signaling Pathway using a Homogeneous Screening Assay; HEK293-V1b, vasopressin-stimulated pERK AlphaScreen; Potency, µM (series often up to 57.5 µM), for inactives: top-dose activity, negative = inhibition, usual class: inhibitors; actives 0.99% (n = 72,000); AID 995, 2007; note: potency is the fitted concentration of half-maximal effect; % is set by controls: 0 for no effect and ±100 for the full control effect; nearly all actives have a fitted effect of over 55% in size
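HEK293 cells stably expressing V1b receptor, preincubated 30 min at 37 °C with compound, then stimulated 5 min with 25 nM vasopressin. Phospho-ERK by AlphaScreen SureFire after 5 h RT; normalized to DMSO and vasopressin; AC50 by Hill fit.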
HEK293 cAMP cs: qHTS Assay for Agonists of the Thyroid Stimulating Hormone Receptor: Activators of Intracellular cAMP Concentrations in Parental HEK 293; parental HEK293 CNG cAMP sensor, membrane potential fluorescence; Potency, µM (titrated, usually from 57.1 µM), for inactives: at the highest dose activation, hits mostly activators; actives 2.5% (n = 73,000); note: potency is the fitted concentration of half-maximal effect; % of control where 0% means no effect; nearly all actives have a fitted effect of over 55% in size
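Counterscreen for endogenous-receptor signalling: CNG-channel HEK 293 cells report cAMP rise by membrane depolarization. After 60 min dye equilibration with 100 uM RO 20-1724, compounds incubated 30 min before bottom-read fluorescence at 590 nm.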
BRCT inh green: qHTS Assay for Inhibitors of BRCT-Phosphoprotein Interaction (Green Fluorophore); Potency, µM (titrated, usually from 76.9 µM), for inactives: top-dose activity change, negative = inhibition, usual class: inhibitors; Breast cancer type 1 susceptibility protein (Homo sapiens), P38398; actives 0.05% (n = 75,000); AID 875, 2007; BRCA1 BRCT-phosphopeptide binding, green fluorescence polarization;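 note: potency is the fitted concentration of half-maximal effect; plate controls were peptide without protein for full effect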
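Compounds were incubated for 12 min at room temperature with a complex of 100 nM fluorescein-tagged pBACH1 decapeptide and 250 nM His-tagged BRCT protein. Buffer was phosphate pH 7.3 with EDTA, DTT and Tween 20. Disruption of binding lowers the polarization signal.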
Casp7 inh: qHTS Assay for Allosteric/Competitive Inhibitors of Caspase-7; P55210; recombinant caspase-7, Ac-DEVD-AFC fluorescence rate; Potency, µM (titrated, usually from 57.5 µM), without a hit: top-dose activity change, negative = inhibition, most hits filed as inhibitors; actives 0.02% (n = 75,000); active = well fitted inhibition curve with a large enough effect in the main read-out, with a control signal flat, not every such curve was filed as active; inconclusive = small, poorly fitted or top-dose-only effect, or a change in a side signal; note: potency is the fitted concentration of half-maximal effect; % of control where 0% means no effect
USP2a inhib: qHTS Assay for Inhibitors of Ubiquitin-specific Protease USP2a; Potency, µM (doses to about 38.3 µM), inactives show top-dose activity change, negative = inhibition, actives largely listed as inhibitors; actives 0.1% (n = 60,000); USP2a enzymatic assay, qHTS inhibition; Ubiquitin carboxyl-terminal hydrolase 2 (Homo sapiens), O75604;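 note: potency is the fitted concentration of half-maximal effect; nearly all actives have a fitted effect of over 60% in size; plate controls were DMSO for no effect and NEM full inhibition control for full effect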
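Coupled readout: USP2-cleaved Ub-PLA2 (20nM final) turns over NBD C6-HPC (20uM final), Ex 460nm/Em 535nm after 2.5 h, time-zero read flagging artifacts. Enzyme (20nM final, pH 8.0 Tris) given 30 min RT with compound first; NEM defines full inhibition.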
CRE-bla Fsk: Cell signaling CRE-BLA (Fsk stim); Potency, µM (series often up to 38.2 µM), without a hit: at the top dose activity change, negative = inhibition, actives largely listed as activators; actives 2.5% (n = 71,000); AID 662, 2007; CHO CRE-bla reporter (cAMP response element driving beta-lactamase), forskolin EC10, beta-lactamase ratio; active = well fitted activation curve with a large enough effect in the signal ratio, with a control signal flat, not every such curve was filed as active; inconclusive = small, poorly fitted or top-dose-only effect, or effect the other way, or a change in a side signal; the % refers to the signal ratio; note: potency is the fitted concentration of half-maximal effect; % of control where 0% means no effect
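Forskolin analogue NKH 477 at EC10 stimulated CRE-driven beta-lactamase in CHO cells alongside compound dilution series. Beta-lactamase was measured with CCF4, excitation 405 nm, emission ratio 460/530 nm.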
BRCT inh red: qHTS Assay for Inhibitors of BRCT-Phosphoprotein Interaction (Red Fluorophore); Potency, µM (top dose mostly 76.9 µM), inactives show top-dose activity change, negative = inhibition, hits mostly inhibitors; actives 0.03% (n = 75,000); AID 892, 2007; Breast cancer type 1 susceptibility protein (Homo sapiens), P38398; BRCT-phosphopeptide binding, red fluorescence polarization; note: % is set by controls: 0 for no effect and ±100 for the full control effect
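Fluorescence polarization: 100 nM His-tagged BRCA1 BRCT with 100 nM TAMRA-labelled phospho-BACH1 decapeptide, phosphate buffer pH 7.3 with 150 mM NaCl, DTT, 0.01% Tween 20; 12 min RT. Binding inhibition seen as FP decrease.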
FLuc inh: qHTS Assay for Inhibitors of Firefly Luciferase; purified firefly luciferase, luminescence, 8 min; Potency, µM (titrated, usually from 57.1 µM), for the others: at the top dose activity change, negative = inhibition, hits mostly inhibitors; actives 2.2% (n = 72,000); AID 411, 2009; note: potency is the fitted concentration of half-maximal effect; % is set by controls: 0 for no effect and ±100 for the full control effect; nearly all actives have a fitted effect of over 40% in size
Target sequence (P08659 whole entry, looked up): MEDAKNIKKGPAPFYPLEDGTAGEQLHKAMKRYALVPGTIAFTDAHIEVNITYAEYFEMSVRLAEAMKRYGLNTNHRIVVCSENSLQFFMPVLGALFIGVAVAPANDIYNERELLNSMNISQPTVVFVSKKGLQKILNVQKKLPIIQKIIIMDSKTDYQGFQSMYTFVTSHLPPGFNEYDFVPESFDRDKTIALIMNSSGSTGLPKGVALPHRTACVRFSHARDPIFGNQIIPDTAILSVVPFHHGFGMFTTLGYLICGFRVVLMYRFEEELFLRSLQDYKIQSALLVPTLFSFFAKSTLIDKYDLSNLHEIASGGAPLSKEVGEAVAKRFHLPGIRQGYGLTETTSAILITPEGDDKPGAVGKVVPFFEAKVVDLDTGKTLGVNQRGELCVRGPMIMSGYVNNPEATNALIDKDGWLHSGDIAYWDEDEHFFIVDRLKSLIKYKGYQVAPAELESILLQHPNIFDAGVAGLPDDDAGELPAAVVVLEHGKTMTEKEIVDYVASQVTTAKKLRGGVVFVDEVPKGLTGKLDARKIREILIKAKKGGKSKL
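Luminescence read-out after 8 min at room temperature; enzyme reaction used luciferin plus 10 uM ATP (linear range) in imidazole buffer pH 7.2 with KCl, MgCl2, Tween 20 and BSA. Each sample was run as a titration.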
A350 fluor: qHTS Assay for Spectroscopic Profiling in A350 Spectral Region. actives 11% (n = 59,000). max dye-equivalent concentration, M. AID 590, 2007. Compound autofluorescence, 340/450 nm, Alexa 350 dye-equivalents; active compounds read high; in the data active = max dye-equivalent concentration above about 10 nM; inconclusive = mostly about 1.1 nM to 9.6 nM
Starred values were filed as active, the others as inactive; i = inactive; ? = inconclusive; · = not tested or not shown; [ ] = another dose, or the depositor's remark. Unless noted, calls come from the whole dose curve; as a rule, active = well fitted curve in the direction sought with a large enough effect; inconclusive = small, poorly fitted or top-dose-only effect, or another doubt; inactive = no such curve, though single readings can be large; an effect the other way counts as inactive or inconclusive.

SMILES | Caspase-1 inhib | Tau fil binding | ERK AVP inh | HEK293 cAMP cs | BRCT inh green | Casp7 inh | USP2a inhib | CRE-bla Fsk | BRCT inh red | FLuc inh | A350 fluor
CCC(Sc1nc2c(cnn2-c2ccc(Cl)cc2)c(=O)[nH]1)C(=O)OC (stereo unspecified) | -5% | 59% | · | ? | -1.6% | -1% | · | 3.2µM* | -0.4% | -1% | ·
O=C(COC(=O)c1cnccn1)c1ccc(OC(=O)c2ccccc2)cc1 | 0% | 0%[11.4 µM] | -10% | 24%[11.4 µM] | -3.3% | 1% | 4%[7.66 µM] | ? | 1.1% | 3% | ·
COc1ccc2cc(C(c3nnnn3CC3CCCO3)N3CCOCC3)c(=O)[nH]c2c1 (stereo unspecified) | -3% | 9% | -9% | 5% | -0.8% | -3% | 3% | 0% | -0.1% | 0% | 1.2e-08M*
CC=C(/C(=C/C)c1ccc(O)cc1)c1ccc(O)cc1 | 0%[25.7 µM] | -3%[25.6 µM] | 2%[25.7 µM] | 1%[25.6 µM] | -2.6%[34.4 µM] | -2%[25.7 µM] | 10%[17.1 µM] | -11%[17.1 µM] | -1.1%[34.4 µM] | 5%[25.5 µM] | i
O=C(CCNS(=O)(=O)c1cccc2nsnc12)NCc1cccs1 | -1% | 0% | 12% | 6% | -0.5% | 4% | 1% | -4% | -0.5% | 1% | i
Cn1c(/N=C/c2cc(Cl)ccc2O)nc2ccccc21 | -4% | 6% | -5% | -23% | -1.8% | -9% | -9% | ? | 0.1% | 1% | ?
CC(=O)Oc1ccc(C)cc1N1C(=O)c2ccc(C(=O)O)cc2C1=O | -1% | -6% | -8% | 5% | -1.3% | -2% | -11% | -1% | -1.4% | 2% | ·
CCOc1cc(-c2noc(N)c2C(=O)OC)cc(OCC)c1OCC | -1% | -18% | ? | ? | -0.1% | -2% | -4% | ? | -2.7% | 1% | i
CCOC(=O)CN1CC23C=CC(O2)C(C(=O)NC2CCCC2)C3C1=O (stereo unspecified) | -2% | 1% | -8% | 5% | -0.8% | -1% | · | 1% | 0.3% | 4% | ·
COc1ccc(C2=NOC(C(=O)NC(C)C)C2)cc1 (stereo unspecified) | 0% | -4% | 12% | -3% | 0.2% | -1% | 0% | -13% | 2.1% | 2% | i
COc1ccccc1CNC(=O)C1CCN(Cc2nc(-c3cccc(Cl)c3)oc2C)CC1 | -3% | -7% | -25% | -4% | 0.6% | 1% | 27% | ? | -1.1% | 0% | i
COc1cccc(C(=O)N2CCN(C(=O)c3cccs3)CC2)c1OC | 1% | 8% | -26% | 2% | -0.1% | 0% | -1% | -5% | 0.0% | 3% | i
CCOC(=O)c1sc(NC(=O)c2noc3c2CCCC3)c(C(=O)OCC)c1C | -2% | 20% | 8% | 0%[11.4 µM] | -2.1% | 1% | · | 7% | 0.9% | 3% | ·
COC(=O)c1ccc(C(NC(=O)OCc2ccccc2)/C(C)=C/[C@@H](C)C(=O)Nc2ccc(OC)cc2)cc1 (stereo partly specified) | -2% | 20% | -19% | 24% | -1.0% | -2% | · | -17% | -0.3% | · | ·
O=C(CCNC(=O)Cn1cnc2ccccc2c1=O)NCCC1=CCCCC1 | 1% | 3% | 7% | 0% | 0.6% | 1% | 1% | 5% | 0.9% | -1% | i
O=C(O)c1ccc(COCC(F)(F)F)cc1 | 1% | -1% | -4% | 10% | -1.6% | 2% | -8% | -1% | 0.6% | 2% | i
CCN1CCCC1CNc1ncnc2c1[nH]c1ccc(Cl)cc12 (stereo unspecified) | 0% | 164% | -3% | 1% | -0.7% | 1% | 7% | ? | 0.3% | 1% | 1.5e-08M*
CC1(C)OC(=O)N(Cc2ccco2)C1(C)O (stereo unspecified) | -2% | 3% | 8% | 0% | -1.5% | -1% | 1% | 2% | -1.5% | 2% | i
O=C(COc1ccccc1)N(Cc1cc2ccccc2[nH]c1=O)CC1CCCO1 (stereo unspecified) | 1% | -8% | -8% | -5% | -2.3% | 0% | 27% | 15% | 0.2% | 5% | i
COc1cccc(-c2cncnc2NCc2ccccc2)c1 | 0% | -6% | 20µM* | ? | 3.3% | 1% | 4% | -1% | -0.7% | 1%[2.29 µM] | i
COCCn1nnnc1CN1CCN2CCCC2C1 (stereo unspecified) | 0% | 5% | 3% | -5% | -2.8% | 1% | -17% | -4% | -0.7% | 0% | i
COC(=O)c1c(C(=O)OC)c2n(c1C)CCC2 | 0% | -1% | ? | 2% | -2.0% | 0% | 1% | -1% | 0.4% | -1% | ·
COc1cc(C2CC(=O)C=C(O)C2)cc(OC)c1OC (stereo unspecified) | -2% | 12% | 4% | 3% | -2.3% | -3% | 14% | 9% | 1.3% | -1% | ·
Cc1ccc(Cl)cc1N1CCN(C(=O)C2CCCN(S(=O)(=O)c3cnc[nH]3)C2)CC1 (stereo unspecified) | -2% | 23% | -26% | 6% | -1.4% | -7% | · | -6% | 1.7% | -2% | ·
COC(=O)[C@@]1(Cc2ccccc2)[C@H]2c3cc(C(=O)N4CCCC4)n(Cc4ccc(O)c(OC)c4)c3C[C@H]2CN1C(=O)c1ccccc1 | -7% | 8% | -12% | 1µM* | 2.0% | -4% | · | ? | -1.0% | · | ·
C=CCNS(=O)(=O)c1sccc1/C=N/O | 0% | -7% | 4% | -1% | -0.9% | 1% | -4% | -6% | 0.2% | 0% | ·
CN(CC(=O)NC1CCCCC1)S(=O)(=O)c1cccc2nsnc12 | -1% | -6% | 9% | 4% | -1.7% | -1% | 1% | 3% | 1.2% | -1% | i
COc1ccc(N2CCN(C(=O)Cn3nnc(-c4ccc(OC)c(OC)c4)n3)CC2)cc1 | -1% | 3% | -12% | -1% | 0.0% | 1% | · | 10% | -0.1% | 0% | i
CN1C(=O)c2ccc(NC(=O)C3CCCCC3)cc2C1=O | -3% | -4% | -7% | 3% | -1.9% | -6% | 7% | 34% | -1.0% | 1% | 3.2e-07M*
CCOC(=O)c1c(NC(=O)CNCC(O)CO)sc(C)c1C (stereo unspecified) | -2% | 17% | 0% | 22% | -1.6% | 0% | 11% | ? | 0.1% | 1% | i
COc1ccc(OC)c(NC(=O)CN(c2ccc(C)cc2)S(=O)(=O)c2c(C)noc2C)c1 | -3% | 19% | 22% | ? | -2.8% | -1% | 5% | ? | -0.2% | 2% | i
S=C1N[C@H](c2ccccc2)N[C@H](c2ccccc2)S1 | 0%[11.5 µM] | 6%[11.4 µM] | -17%[11.5 µM] | -54%[inhibitor][11.4 µM] | 1.1%[15.4 µM] | 1%[11.5 µM] | · | 12%[7.6 µM] | -2.8%[15.4 µM] | 1%[11.4 µM] | i
COc1cc(NC(=O)CCc2ccccc2)c(C(=O)O)cc1OC | -1% | -4% | -22% | 8% | -2.4% | 0% | -2% | 19% | 0.2% | 1% | ·
CCCn1c(=O)c(C(=O)Nc2cnccn2)c(O)c2ccccc21 | 2% | 4% | -27% | 6% | -3.3% | 3% | -1% | -6% | 0.5% | -1% | i
C/C=C/COC(=O)c1[nH]c2c(c1C)C(=O)CC(c1ccc(N(C)C)cc1)C2 (stereo unspecified) | -3% | 79% | ? | 11% | -3.5% | -3% | · | 13% | -1.1% | -7% | ·
CCN1CCN(C(=O)Nc2ccc(Cc3ccc(NC(=O)N4CCN(CC)CC4)cc3)cc2)CC1 | -4% | 26% | -2% | -5% | -0.8% | -1% | 23% | -1% | -1.5% | 13µM* | ·
CC(C)N1C(=O)C2C(C(=O)NC3CCCCC3)C3C=CC2(O3)C1C(=O)NC1CCCCC1 (stereo unspecified) | 0% | 4% | -2% | ? | 0.9% | -1% | 13% | 0% | -1.0% | 2% | 1.7e-08M*
Cc1cc(C)n2cc(CSc3nnc(-c4ccccc4)o3)nc2n1 | -2% | -2% | -25% | 6% | -0.6% | -3% | 7% | 13µM* | 0.0% | 1% | ?
